# ABCG2 inh – human ABCG2 inhibition, ABCB1 as counter-screen. 190,000 compounds, 0.1% hits. Q9UNQ0. inhibition, % at 6.6 µM. AID 1325. IgMXP3 cells, JC-1 efflux, flow cytometry;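 active = inhibition above 80%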;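 note: 0% = DMSO and 100% = nicardipine control wells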
#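 Times: 10 min at 25 °C | Test system: Two drug-resistant human cell lines, ABCG2 and ABCB1 | Quantity: 3 million cells/mL final, two lines in 1:1 ratio | Signal: Flow cytometry, 530 nm JC-1 signal | Dosing: Compound at 6.6 µM | Controls: Nicardipine and DMSO wells | Reagent: JC-1 as fluorescent efflux pump substrate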
# Bcl-W Bim block – human Bim-Bcl-W interaction inhibition; Q92843; bead-based flow cytometry, Bim peptide-Bcl-W binding; inhibition, % at 10 µM; 190,000 compounds, 0.02% hits;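 note: 0% = bound tracer without compound and 100% = peptide blocker; higher means less fluorescent Bim peptide bound to Bcl-W beads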
# GSH bead fluor – compound fluoresces at 488/530 nm on GSH beads. fluorescence (KMESF) at 10 µM. GSH beads flow cytometry, compound fluorescence 488/530 nm; stronger effect = higher value. 190,000 compounds, 0.25% hits; in the data active = fluorescence above about 89;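 note: glutathione beads carrying GST-tagged Bcl family fusion proteins plus one bare bead set; values are compound well signal with DMSO vehicle wells as background; inactives centre near 16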
# ABCB1 block – inhibitors of human ABCB1 transporter, ABCG2 counter-screen | P08183 | CCRF-Adr cells, JC-1 efflux, flow cytometry | inhibition, % at 6.6 µM | 190,000 compounds, 0.067% hits; in the data active = inhibition above about 40%;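 note: 0% = vehicle and 100% = reference inhibitor; higher value means more JC-1 retained so stronger ABCB1 efflux block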
# RGS4-Gao reg – modulates binding of RGS4 to human Galphao; Multiplexed bead flow cytometry; actives lie on both sides; binding response (% of control), % at 10 µM; 220,000 compounds, 0.33% hits; in the data active = binding response below about 49% or above about 150%; inactive = in between;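 note: fluorescent Galphao activated with aluminum fluoride binding bead-coupled RGS4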
# Target sequence (P09471 whole entry, looked up): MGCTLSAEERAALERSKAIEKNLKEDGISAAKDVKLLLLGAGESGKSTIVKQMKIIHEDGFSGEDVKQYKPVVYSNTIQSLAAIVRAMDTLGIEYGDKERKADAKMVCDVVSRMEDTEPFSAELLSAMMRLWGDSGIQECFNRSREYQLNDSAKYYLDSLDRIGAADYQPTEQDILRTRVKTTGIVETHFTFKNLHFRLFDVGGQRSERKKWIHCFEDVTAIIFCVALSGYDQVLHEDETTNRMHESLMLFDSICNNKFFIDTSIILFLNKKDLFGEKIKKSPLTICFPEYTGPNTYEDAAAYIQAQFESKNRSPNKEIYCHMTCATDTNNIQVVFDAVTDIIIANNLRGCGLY
# Bim-Bcl-B – inhibitors of Bim-Bcl-B interaction, human. 190,000 compounds, 0.073% hits. AID 951. bead-based flow cytometry, Bim peptide-Bcl-B binding. inhibition, % at 10 µM. Q9HD36;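 note: 0% = tracer peptide without compound and 100% = reference inhibitor peptide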
# Target sequence (Q9HD36 whole entry, looked up): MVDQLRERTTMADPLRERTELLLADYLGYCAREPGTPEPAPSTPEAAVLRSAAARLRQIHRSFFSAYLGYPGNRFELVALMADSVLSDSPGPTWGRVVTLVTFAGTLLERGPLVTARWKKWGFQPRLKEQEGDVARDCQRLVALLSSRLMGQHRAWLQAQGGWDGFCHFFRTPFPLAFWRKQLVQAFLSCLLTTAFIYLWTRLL
# RGS8-Gao – modulates binding of RGS8 to human Galphao; response (percent of control binding), % at 10 µM; 220,000 compounds, 0.34% hits; multiplexed bead flow cytometry; actives lie on both sides; P09471; in the data active = response below about 60% or above about 140%; inactive = in between;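 note: Galphao activated as the GDP aluminium fluoride complex binding bead-coupled RGS8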
# Bcl-XL Bim block – human Bim-Bcl-XL interaction inhibition; Q07817; Bim peptide-Bcl-XL binding, bead flow cytometry, fluorescence; inhibition, % at 10 µM; 190,000 compounds, 0.04% hits; AID 1007
# Target sequence (Q07817 whole entry, looked up): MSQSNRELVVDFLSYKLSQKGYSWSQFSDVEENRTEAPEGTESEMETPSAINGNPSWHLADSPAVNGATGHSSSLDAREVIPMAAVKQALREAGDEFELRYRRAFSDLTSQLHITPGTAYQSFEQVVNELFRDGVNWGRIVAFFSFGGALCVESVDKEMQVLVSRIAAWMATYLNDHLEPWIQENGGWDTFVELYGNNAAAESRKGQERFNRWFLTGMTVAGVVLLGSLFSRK
# Bim-Bcl-2 – inhibitors of Bim-Bcl-2 interaction, human. inhibition, % at 10 µM. Bead-based flow cytometry, Bim peptide-Bcl-2 binding. 190,000 compounds, 0.06% hits; in the data active = inhibition above about 40%; inconclusive = no clear call, values can overlap the other calls;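 note: 0% = no compound wells with probe peptide and 100% = reference peptide inhibitor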
# Target sequence (P10415 whole entry, looked up): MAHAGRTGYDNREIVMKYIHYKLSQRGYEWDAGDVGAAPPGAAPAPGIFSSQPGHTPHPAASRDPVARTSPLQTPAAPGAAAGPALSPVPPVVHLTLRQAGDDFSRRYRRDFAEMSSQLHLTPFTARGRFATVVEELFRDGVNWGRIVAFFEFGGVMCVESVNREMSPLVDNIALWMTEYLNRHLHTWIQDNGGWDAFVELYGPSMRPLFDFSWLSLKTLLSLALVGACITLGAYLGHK
# RGS7-Gao reg – modulates binding of RGS7 to human Galphao; P09471; Multiplexed bead flow cytometry; actives lie on both sides; binding response (% of control), % at 10 µM; 220,000 compounds, 0.35% hits; AID 1439; in the data active = binding response below about 49% or above about 150%; inconclusive = no clear call, values can overlap the other calls; inactive = in between;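 note: fluorescent Galphao held in activated GDP-AlF4 state binding bead-coupled RGS7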
# Bim-Bfl-1 – human Bim-Bfl-1 interaction inhibition | inhibition, % at 10 µM | Bead-based flow cytometry, Bim-Bfl-1 binding inhibition | Q16548 | AID 1008 | 190,000 compounds, 0.12% hits;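 note: 0% = wells without compound plus tracer and 100% = blocker peptide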
# The depositor's hits bear a star; ? = inconclusive. Cut-off read from the data, not from the text of the source, unless noted: active = inhibition above about 40%. The order is random; 1.1% or so of the library scored in one or more.
smiles	ABCG2 inh	Bcl-W Bim block	GSH bead fluor	ABCB1 block	RGS4-Gao reg	Bim-Bcl-B	RGS8-Gao	Bcl-XL Bim block	Bim-Bcl-2	RGS7-Gao reg	Bim-Bfl-1
Cc1ccc(S(=O)(=O)Oc2ccc(/C=N/NC(=O)c3cccnc3)cc2)cc1	0	-1	8	0.3	98	-6	104	0	-7	92	-7
Cc1c(CCO)sc[n+]1CC(=O)OCCC12CC3CC(CC(C3)C1)C2	-4	-5	10	0.0	101	-6	103	-3	-3	99	-3
COc1ccccc1NC(=S)N(Cc1ccco1)Cc1cc2cc(C)c(C)cc2[nH]c1=O	2	-4	23	1.0	99	-8	99	-4	-2	99	0
CC(=O)N1CSCC1C(=O)O (stereo not drawn)	0	0	11	0.1	107	1	99	1	1	104	-1
Cc1cc(C(=O)NC(C)c2ccccc2)c2cc(F)ccc2n1 (stereo not drawn)	-1	0	20	0.9	103	-3	101	-2	-1	?	-4
CCOC(=O)CSc1nnc(Cc2ccccc2)n1CC1CCCO1 (stereo not drawn)	0	-1	49	0.3	99	-9	98	-2	-8	102	-11
CCOC(=O)c1[nH]c(C)c(C(=O)Nc2ccc(F)cc2)c1C	2	0	25	0.3	98	-6	101	-3	-10	96	-11
COc1ccc(/C=C2\COc3ccccc3C2=O)cc1OC	41	3	9	2.1	99	0	109	0	-6	104	-2
O=C(CSc1nnnn1-c1ccccc1)Nc1ccc(N2CCOCC2)c(Cl)c1	4	-1	11	0.2	101	0	103	-1	0	103	0
CC(C)(C)c1ccc(/C=C/C(=O)Nc2nncs2)cc1	6	-3	13	0.0	100	-2	102	-2	-1	100	0
C=CCc1cccc(/C=N/NC(=O)CCCNc2ccc(C)cc2)c1O	14	-7	13	0.5	109	-8	111	-8	-6	108	-1
CCCCOC(=O)C1=C(C)Nc2ncnn2C1c1ccc(OC)c(OC)c1 (stereo not drawn)	3	-6	30	1.2	101	-12	102	-10	-7	100	-26

# Of the compounds above, these have an aryl methoxy group.
smiles	ABCG2 inh	Bcl-W Bim block	GSH bead fluor	ABCB1 block	RGS4-Gao reg	Bim-Bcl-B	RGS8-Gao	Bcl-XL Bim block	Bim-Bcl-2	RGS7-Gao reg	Bim-Bfl-1
COc1ccccc1NC(=S)N(Cc1ccco1)Cc1cc2cc(C)c(C)cc2[nH]c1=O	2	-4	23	1.0	99	-8	99	-4	-2	99	0
COc1ccc(/C=C2\COc3ccccc3C2=O)cc1OC	41	3	9	2.1	99	0	109	0	-6	104	-2
CCCCOC(=O)C1=C(C)Nc2ncnn2C1c1ccc(OC)c(OC)c1 (stereo not drawn)	3	-6	30	1.2	101	-12	102	-10	-7	100	-26

# (continued)
smiles	ABCG2 inh	Bcl-W Bim block	GSH bead fluor	ABCB1 block	RGS4-Gao reg	Bim-Bcl-B	RGS8-Gao	Bcl-XL Bim block	Bim-Bcl-2	RGS7-Gao reg	Bim-Bfl-1
Cc1nn(-c2ccccc2)c2c1C(c1cccs1)C(C#N)=C(N)O2 (stereo not drawn)	1	3	68	0.2	113	0	106	-2	-1	103	1
O=C(c1ccccc1F)N1CCN=C1c1ccccc1	1	-2	11	0.1	99	-3	100	-4	-2	98	-7
O=C(NC1CCCC1)C(c1ccc(N2CCOCC2)cc1)N(Cc1ccccc1)C(=O)c1ccco1 (stereo not drawn)	7	-2	12	3.0	102	-13	102	-9	-5	99	-13
O=C(NC1CCCC1)c1ccc(CNc2c(N3CCOCC3)c(=O)c2=O)cc1	-4	-2	19	-3.1	98	-6	105	-4	-16	94	-9
CC1CN(C)C(C)C/C1=N\Oc1ccc([N+](=O)[O-])cc1 (stereo not drawn)	2	0	11	0.4	99	0	96	2	-1	95	-2
O=C(Nc1ccc(N2CCCCC2)cc1)c1ccc2c(c1)OCCO2	54	0	33	-0.5	99	-10	100	-4	-13	104	-17
CCOC(=O)c1[nH]ncc1CN1CCCC(C(=O)c2cccc3ccccc23)C1 (stereo not drawn)	1	0	16	-0.1	94	-3	94	-5	0	100	-2
O=[N+]([O-])c1cc2c(cc1C=Nc1ccccc1)OCO2	1	3	22	0.3	93	-4	97	0	0	91	5
Cc1ccccc1OCC(O)Cn1nnc2ccccc21 (stereo not drawn)	1	0	15	0.2	96	-1	103	-2	11	96	0
Cc1[nH]nc2c1C(c1ccc3c(c1)OCO3)C(C#N)=C(N)O2 (stereo not drawn)	0	-1	27	0.0	100	-8	101	-7	-8	103	-12
CCN(CC)C(=O)CSc1nnc([C@@H](NC(=O)OC(C)(C)C)C(C)C)o1	2	-1	12	0.4	99	1	99	0	0	100	-1
O=C(Nc1nnc(-c2ccco2)o1)c1ccc(S(=O)(=O)N2CCCC2)cc1	0	-2	19	-0.8	99	-4	104	-2	1	105	-3
COc1ccc2oc(=O)c(C(=O)N3CCN(c4ccccc4F)CC3)cc2c1	4	-1	55	0.9	97	-4	98	2	-5	95	-13
Cc1ccc(C(=O)NC(=O)OCCn2c(C)cnc2[N+](=O)[O-])cc1	12	2	10	0.1	104	0	106	-2	-2	108	-2
CS(=O)(=O)NCc1ccc(C(=O)O)cc1	1	-3	18	0.5	100	-2	104	-3	-1	103	-3
COc1ccc(OC)c(NC(=S)N2CCN(c3ccccn3)CC2)c1	1	0	16	0.2	104	-2	104	0	0	104	0
Fc1ccc(Nc2nc3ccccc3s2)cc1	3	-2	15	0.1	106	-3	105	-1	-5	106	-6
CCC(C)NCCOc1ccccc1C (stereo not drawn)	10	-3	19	0.4	102	-3	100	-3	-6	?	-7
CC(=O)c1cccc(NC(=S)NC(=O)c2ccccc2Br)c1	-7	-3	13	-1.0	101	-12	100	-11	-17	96	-8
O=C(NC(=S)N(CCCCO)C1CCCCC1)c1sc2ccccc2c1Cl	-3	-7	5	-0.4	113	0	94	-2	-2	110	1
CCn1c(/N=C/c2ccccc2NS(=O)(=O)c2ccc(C)cc2)nc2ccccc21	10	-7	20	1.1	99	-2	98	-7	-1	102	-9
CCn1c(SCC(=O)N2CCN(S(=O)(=O)c3ccccc3)CC2)nnc1-c1cccs1	1	1	20	0.6	99	2	99	0	2	100	-1
CCc1ccc(C2=NN(C(=O)OC)C(O)(C(F)(F)F)C2)cc1 (stereo not drawn)	1	0	37	0.7	104	-9	104	1	-11	108	-17
O=C(CCN1C(=O)c2ccccc2C1=O)NC(=S)Nc1ccccc1	1	-11	11	-0.2	105	-7	102	-8	-8	103	-3
COc1cc(C(=O)Oc2ccccc2/C=N/NC(=O)c2ccc(C)cc2)cc(OC)c1OC	18	1	13	2.1	85	0	88	0	4	103	1
Cc1ccccc1CSCCNC(=O)c1ccc(N(C)S(=O)(=O)c2ccccc2)cc1	0	2	25	0.3	96	-3	100	1	1	97	3
CCOC(=O)CN1CC23C=CC(O2)C(C(=O)Nc2ccc(OCC)cc2)C3C1=O (stereo not drawn)	0	0	25	0.0	95	0	95	5	-4	93	1
CC1CCN(S(=O)(=O)c2ccc3[nH]c(=O)c(=O)[nH]c3c2)CC1	2	-5	29	1.2	100	-5	104	-4	0	102	-3
COc1ccc(CNC(=O)COC(=O)c2cnccn2)cc1	4	-1	17	0.7	103	-2	102	-4	-3	105	0
CC(C)(C)NC(=O)C(c1ccsc1)N(CCc1ccccc1)C(=O)Cn1nnc2ccccc21 (stereo not drawn)	2	0	25	0.9	100	-2	101	-5	-3	100	-9
COC(=O)c1sc(NC(=O)C2CCCO2)c(C(=O)OC)c1C (stereo not drawn)	46	-3	32	10	99	-2	97	-5	0	99	-3
CC(NC(=O)C1CCCN1C(=O)OCc1ccccc1)c1ccccc1 (stereo not drawn)	1	0	13	0.3	101	-2	101	0	-1	101	-4
CS(=O)(=O)N(CC(O)Cn1c2ccccc2c2ccccc21)c1ccccc1 (stereo not drawn)	2	5	43	0.4	103	-7	103	-10	-12	101	-12
CC(C)(C=O)C1=CC(=O)c2ccccc2C1=O	3	9	11	0.1	100	15	75	2	2	95	49*
CCOc1ccccc1Nc1ncccc1C(=O)O	0	0	75	0.2	98	-1	99	-12	-2	104	-7
COc1cc2[nH]c(=O)n(CCCCCC(=O)N3CCN(c4ccccn4)CC3)c(=O)c2cc1OC	2	0	22	0.5	100	0	98	4	0	97	0
NS(=O)(=O)c1ccc(NC=C2C(=O)OC3(CCCCC3)OC2=O)cc1	11	-5	23	-0.2	98	-9	100	-9	-9	101	-23
CCOC(=O)C(CSCc1ccccc1)NC(=O)OC(C)(C)C (stereo not drawn)	2	-3	57	1.1	93	-2	98	-1	-4	98	-1
O=C(O)c1ccc(COc2c(F)c(F)cc(F)c2F)cc1	6	1	50	0.1	100	-5	98	-2	-6	98	-10
COCCNc1cc(C)nc2c3c(C)cc(C)nc3nn12	0	-5	16	0.3	97	-8	102	-2	-5	100	-1
COc1ccc(N2C(=O)CC(Sc3ncccc3C(=O)O)C2=O)cc1 (stereo not drawn)	0	3	46	0.2	97	-7	110	-2	-6	101	-9
O=C(c1cccn2c(=O)c3ccccc3nc12)N1CCN(Cc2ccc3c(c2)OCO3)CC1	1	-3	23	0.7	103	-1	99	0	-2	97	-1
CCn1c(SCC(=O)c2ccc(Cl)cc2)nnc1C(C)C	6	0	56	-0.2	92	-3	98	-3	-3	94	-3
C/C(N)=C(/C#N)C(=O)COC(=O)CCC1CCCC1	0	4	46	-0.1	99	-6	104	0	-13	101	-14
C1=CC2c3ccccc3NC(c3ccncc3)C2C1 (stereo not drawn)	1	14	4	-0.2	83	9	89	8	18	89	55*
O=S(=O)(c1ccc(Cl)c(C(F)(F)F)c1)N1CCN(CC(O)COCC2CCCO2)CC1 (stereo not drawn)	1	2	43	0.5	101	-9	103	-8	-8	101	-10
CC(=O)NC(CC(=O)N(C)Cc1cccc(Cl)c1Cl)c1ccccc1 (stereo not drawn)	0	-1	12	-0.1	104	0	101	-1	-2	101	-5
CCCC(=O)Nc1nc2ccc(S(N)(=O)=O)cc2s1	5	-4	13	0.8	100	-10	100	-4	-7	101	-8
CC(=O)N(C(C)=O)S(=O)(=O)c1ccc(N=NN2CCCCC2)cc1	1	-4	13	0.2	85	-3	96	-4	0	97	-9
CC(=O)N(Cc1cccnc1)Cc1cc2ccccc2[nH]c1=O	0	2	43	0.1	99	-9	96	-1	-10	99	-13
CCOC(=O)C1CCCN(C(=O)c2cc3nc(-c4cccc(OC)c4)cc(C(F)(F)F)n3n2)C1 (stereo not drawn)	6	0	6	2.5	101	0	99	0	0	99	3
Cc1ccc(NC(=O)c2[nH]cnc2C(=O)NN)cc1	1	-2	23	0.2	101	-2	104	0	-2	103	0
O=c1c2ccccc2nc(SCc2nc(-c3ccccc3)no2)n1-c1ccc(F)cc1	4	0	22	1.5	105	-8	107	0	-10	105	-13
CCCC(=O)Nc1c(C)nn(C(=O)CCC)c1C	1	2	24	0.0	104	-2	102	1	-5	97	-9
